Screening data from PubChem BioAssay.
Efflux pump mplx: inhibitors of Candida antifungal efflux pumps expressed in yeast. inhibition, % at 10 µM. 0.44% of 330,000 active. S. cerevisiae Candida pump triplex, Nile Red efflux;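 active = plate passing quality check with inhibition over a set limit, or well fluorescence over plate mean plus 4 SD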;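 also: Nile Red retained in pooled yeast measured as flow cytometry median fluorescence; 0% = buffer negative control and 100% = Enniatin B positive control; higher means more Nile Red kept so more efflux inhibition; some compounds called inactive have numbers as strong as hits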
GLD-1 TGE inh: GLD-1-TGE RNA interaction inhibition (C. elegans) | inhibition, % at 5.96 µM | purified GLD-1 + fluorescein TGE RNA, fluorescence polarization | Q17339 | AID 2280 | 0.44% of 320,000 active;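 active = percent inhibition above a per-plate cutoff, the plate mean of test compounds plus 3 SD, cut at about 30% in these data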;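 also: 0% = DMSO wells with GLD-1 and probe and 100% = wells lacking GLD-1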
VLA-4 inh: inhibition in a human VLA-4 binding assay | P13612 | VLA-4 expressing cells, ligand binding flow cytometry | inhibition, % (about 7 µM as worked out from the volumes in the protocol) | 0.2% of 330,000 active | AID 2557; in the data active = inhibition above about 50%
PME-1 primary: PME-1 (human) inhibition; Q9Y570; recombinant PME-1, FP-Rh probe fluorescence polarization; inhibition, % at 5.9 µM; 0.53% of 320,000 active;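 active = inhibition above the campaign mean of all compounds plus 3 SD, cut at about 26% in these data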;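 also: competitive labeling of PME-1 active site by serine hydrolase directed probe; 0% = PME-1 with DMSO and 100% = wells lacking PME-1 enzyme; inhibitors block probe labeling so polarization falls and inhibition rises; many of its hits are not listed in these tables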
GRK2 aptamer HTS: human GRK2 inhibition via aptamer displacement. P25098. bead flow cytometry, FAM-aptamer displacement from GRK2. inhibition of aptamer binding, % at 10 µM. 0.59% of 330,000 active. AID 488847;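 active = inhibition of aptamer binding above 40%, roughly 3 SD of noise, on plates passing a quality check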;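 also: median bead fluorescence of bound FAM aptamer so fluorescent compounds give negative values; no value below 0 was filed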
Target sequence (P25098 whole entry, looked up): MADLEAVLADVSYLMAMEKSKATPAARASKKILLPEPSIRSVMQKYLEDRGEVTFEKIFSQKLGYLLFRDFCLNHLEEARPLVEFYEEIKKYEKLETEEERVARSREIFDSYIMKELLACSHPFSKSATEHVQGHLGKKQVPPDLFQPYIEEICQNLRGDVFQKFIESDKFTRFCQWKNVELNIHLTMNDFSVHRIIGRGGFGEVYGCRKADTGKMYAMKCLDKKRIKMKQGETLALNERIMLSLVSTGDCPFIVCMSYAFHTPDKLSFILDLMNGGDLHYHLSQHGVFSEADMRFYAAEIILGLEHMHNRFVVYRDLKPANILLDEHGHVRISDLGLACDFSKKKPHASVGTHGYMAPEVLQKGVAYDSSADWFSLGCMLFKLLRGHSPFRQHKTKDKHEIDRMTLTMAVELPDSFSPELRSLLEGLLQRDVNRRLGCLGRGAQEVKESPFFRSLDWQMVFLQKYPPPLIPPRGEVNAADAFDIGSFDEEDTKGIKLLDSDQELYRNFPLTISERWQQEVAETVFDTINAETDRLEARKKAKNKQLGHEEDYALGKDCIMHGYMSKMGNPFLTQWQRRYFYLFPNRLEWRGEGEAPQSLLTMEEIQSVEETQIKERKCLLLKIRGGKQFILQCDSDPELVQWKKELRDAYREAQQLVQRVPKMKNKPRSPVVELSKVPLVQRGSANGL
MEX-5 binding: C. elegans MEX-5 TCR-2 RNA binding activity; AID 1832; 0.38% of 300,000 active; Q9XUB2; activity score (negative = inhibition of binding), % at 10 µM; MEX-5/FITC-TCR2 RNA binding, fluorescence polarization; active compounds read low;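 active = inhibition past about -25% in most replicates, and total fluorescence under double the plate's negative control median, limit read from the data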;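 also: 0% = DMSO and -100% = 5 µM competing unlabeled TCR2 RNA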
MCL1-BIM inh: disrupts human MCL1 binding to BIM-BH3 peptide. AID 2057. GST-MCL1 / FITC-Bim-BH3 fluorescence polarization. Q07820. 0.68% of 320,000 active. inhibition, % at 10.9 µM;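 active = inhibition above the mean inhibition of all tested compounds plus 3 SD, set per campaign, cut at about 40% in these data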;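 also: 0% = DMSO wells and 100% = unlabeled Bim-BH3 peptide control; higher means more loss of mP so more displacement of Bim peptide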
Bcl-xL primary: inhibitors of human Bcl-xL; Q07817; GST-Bcl-xL / FITC-Bim BH3 peptide fluorescence polarization; inhibition, % at 10.9 µM; 0.7% of 320,000 active; AID 2129;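 active = inhibition above the mean of all tested compounds plus 3 SD, cutoff set per campaign, cut at about 30% in these data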;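 also: 0% = DMSO wells and 100% = unlabeled Bim-BH3 peptide competitor; inhibitors lower millipolarization by displacing the labeled peptide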
Target sequence (Q07817 whole entry, looked up): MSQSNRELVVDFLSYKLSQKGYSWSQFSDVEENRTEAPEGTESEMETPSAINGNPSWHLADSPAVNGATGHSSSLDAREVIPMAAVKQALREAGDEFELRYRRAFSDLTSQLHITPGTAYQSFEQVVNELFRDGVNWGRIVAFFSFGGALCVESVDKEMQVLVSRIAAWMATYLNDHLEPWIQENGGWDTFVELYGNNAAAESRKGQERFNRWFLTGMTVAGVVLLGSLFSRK
Fam108B counter: blocks mouse Fam108B hydrolase in RBBP9 counter-screen; recombinant Fam108B, FP-Rh probe fluorescence polarization; 0.33% of 300,000 active; inhibition, % at 9.51 µM;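 active = inhibition above the screen mean inhibition plus 3 SD, computed separately per campaign, cut at about 18% in these data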;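 also: inhibitors lower polarization as less probe binds the enzyme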
* hit, by the source's call; . = not tested or not shown; & = joins results of further samples. This is a subset (hit frequency here may not be typical).

SMILES	Efflux pump mplx	GLD-1 TGE inh	VLA-4 inh	PME-1 primary	GRK2 aptamer HTS	MEX-5 binding	MCL1-BIM inh	Bcl-xL primary	Fam108B counter
O=C(Nc1ccccn1)c1ccc(Br)s1	-0.1	-1	25	-11	3	0.6	6	8	0
O=C(O)c1ccccc1C(=O)OCc1c(-c2ccccc2)ncc2ccccc12	-0.4	-2	0	1	1	.	3	2	.
O=S(=O)(CCc1ccccc1)/N=C/c1cccs1	0.1	2	16	-2	2	-1.1	5	4	1
COc1cccc(NC(=O)CSc2nnc(-c3cc(C)n(-c4ccccc4)c3C)o2)c1	-0.1	3	-9	-24	98*	-3.5	-1	4	-17
CCOC(=O)C1CCN(C(=O)C2CCCN(c3ncnc4c3nc3n4CCCCC3)C2)CC1 (stereo not drawn)	0.4	-2	-9	2	5	-0.6	5	2	-4
CCC(=O)N1c2ccccc2NC2=C(C(=O)CC(C)(C)C2)C1c1cccnc1 (stereo not drawn)	-0.2	2	-6	5	0	3.5	10	7	3
CCS(=O)(=O)c1ccc(-c2cccc(NC(=O)c3ccco3)c2)nn1	0.0	10	2	-6	2	-1.6	-1	7	0
COc1ccc2sc(-c3ccc(SC)cc3)c(C#CCO)c2c1	-0.2	7	17	.	0	.	.	.	.
CCCN(C(=O)CCNC(=O)c1ccc(Cl)cc1)c1c(N)n(Cc2ccccc2)c(=O)[nH]c1=O	-0.2	-1	11	-5	2	.	-20	-4	.
O=C1c2cccc3cccc(c23)C(=O)N1c1cccnc1	0.1	8	21	3	1	-0.7	0	-3	4
Cc1ccc(S(=O)(=O)N2CCCC2C(=O)N(C)Cc2cccs2)cc1 (stereo not drawn)	-0.1	-1	1	-2	2	-1.9	-2	1	-1
Cc1c(NC(=O)COC(=O)c2ccc[nH]c2=O)c(=O)n(-c2ccccc2)n1C	-0.2	1	14	5	3	-1.3	-12	1	3
O=C(N1CCCCC1)C1(S(=O)(=O)c2ccccc2)CC=CC1	0.0	2	10	-2	0	2.4	1	-2	4
CN(C)S(=O)(=O)c1cccc(NC(=O)c2cccc(S(=O)(=O)N3CCCCC3)c2)c1	0.0	0	-2	-2	4	-2.2	-2	2	-3
CCN(Cc1ccccc1)C(=O)CC1Oc2ccccc2NC1=O (stereo not drawn)	0.1	4	47	1	0	-1.0	3	1	-3
COc1ccc(S(=O)(=O)N2CCCCCC2)cc1C(=O)OCC(=O)NC(C)(C)C	0.1	-5	16	2	2	-0.4	-6	4	1
Cc1nn(CCC(=O)O)c(C)c1C	-0.6	7	0	-3	1	-3.1	5	2	0
CCCCCCC(=O)Nc1ccc(S(=O)(=O)Nc2onc(C)c2C)cc1	0.2	-7	-2	-3	4	0.5	4	-4	-2
COC(=O)c1ccc(Oc2nc(C(N)=O)cc(-c3ccccc3)n2)cc1	0.1	2	-17	2	2	0.7	4	3	-6
CCOC(=O)c1cc(-c2cccs2)nn1CCC#N	0.4	-10	-5	-3	0	-0.6	-3	8	2
CCCCCCC(=O)Nc1nc(C)c(-c2csc(Nc3cc(Cl)ccc3OC)n2)s1	0.1	5	40	14	0	1.1	-2	1	12
Cc1nc(SCc2ccccc2)c(C(F)(F)F)c(=O)[nH]1	0.1	0	0	-1	0	-1.7	4	0	-3
Nc1ncc(-c2cc3ccccc3oc2=O)s1	-0.1	-7	3	2	0	-0.6	-1	4	2
COc1ccc(C(=O)c2ccc(N3CCN(C4CC(=O)NC4=O)CC3)cc2)cc1F (stereo not drawn)	0.2	6	-8	-5	0	-3.2	1	0	-1
CN(C)c1ccc(NC(=O)c2cccc([N+](=O)[O-])c2)c2ccccc12	0.0	-7	-42	1	2	4.3	-8	-3	-3
CCn1cc(SCC(=O)NCC2CCCO2)c2ccccc21 (stereo not drawn)	0.5	7	1	-2	2	1.3	1	-2	-4
NS(=O)(=O)c1cccc(NC(=O)COC(=O)CC2Sc3ccccc3NC2=O)c1 (stereo not drawn)	0.1	1	0	.	1	.	.	.	.
CCOC(=O)Cn1cnc2c(nnn2-c2ccc(C)cc2)c1=O	0.0	-5	12	9	0	1.2	5	2	5
COc1ccc(CNC(=O)CN(Cc2ccc(C)cc2)S(=O)(=O)c2ccc(Cl)cc2)cc1	-0.2	-7	-44	0	3	-1.5	2	2	-3
Cc1cc(C)nc(NC(=O)/C=C/c2ccc3c(c2)OCO3)c1	0.2	6	5	-12	0	-1.0	-1	-2	1
O=C(NCCCN1CCOCC1)C1CCN(S(=O)(=O)c2ccccc2)CC1	-0.1	4	12	6	3	-0.6	2	-2	2
O=C(CSC1CS(=O)(=O)c2cc([N+](=O)[O-])ccc21)NNC(=O)c1ccc(Cl)cc1 (stereo not drawn)	-0.1	1	7	5	0	-1.3	9	6	0
COCC(=O)N1CCCC(C(=O)c2ccc3c4c(cccc24)CC3)C1 (stereo not drawn)	0.1	8	-5	0	2	0.3	8	4	3
CC(=O)Nc1ccccc1C(=O)C(=O)Nc1cccc(C(=O)NCC2CCCO2)c1 (stereo not drawn)	0.0	0	1	0	0	-3.1	-1	11	2
COc1ccc(S(=O)(=O)N2CCCOC2CNC(=O)C(=O)NCc2ccccn2)cc1 (stereo not drawn)	0.0	3	5	-1	0	-1.4	2	2	-4
COc1cc(/C=C/C(=O)Nc2nnc(CC(C)(C)C)s2)cc(OC)c1OC	0.0	6	-4	-1	0	-1.7	2	10	-4
CCc1ccc(-c2cc(C(F)(F)F)n3nc(C(=O)Nc4c(C)nn(Cc5ccc(F)cc5)c4C)cc3n2)s1	-3.4	5	28	-14	0	.	-1	2	-8
COc1ccc(C2NC(=S)NC3=C2CCCC3=C2SCCS2)cc1 (stereo not drawn)	0.1	7	21	-25	1	1.7	8	1	-16
COC(=O)[C@H](Cc1ccc(O)cc1)NC(=O)Cn1cnc2c(OCc3ccccc3)ncnc21	-0.1	2	8	.	0	.	.	.	.
Cc1nc2ccccc2c2c1C(=O)N(Cc1cccnc1)C2=O	-0.1	5	9	0	0	2.0	9	6	-3

Three entries out of the list above, ordered by the value under PME-1 primary, lowest first:
SMILES | PME-1 primary
CCc1ccc(-c2cc(C(F)(F)F)n3nc(C(=O)Nc4c(C)nn(Cc5ccc(F)cc5)c4C)cc3n2)s1 | -14
Cc1nc2ccccc2c2c1C(=O)N(Cc1cccnc1)C2=O | 0
CCOC(=O)Cn1cnc2c(nnn2-c2ccc(C)cc2)c1=O | 9

Next section
SMILES	Efflux pump mplx	GLD-1 TGE inh	VLA-4 inh	PME-1 primary	GRK2 aptamer HTS	MEX-5 binding	MCL1-BIM inh	Bcl-xL primary	Fam108B counter
CCCCNC(=O)Nc1ccccc1CC	0.7	-1	2	2	0	0.2	-11	-1	2
CCN(Cc1ccccc1)C(=O)c1ccc(C(=O)N(CC)Cc2ccccc2)cc1	0.0	6	3	-6	2	-1.2	7	10	2
COCC(C)OC(=O)c1c(N)n(CC(C)C)c2nc3ccccc3nc12 (stereo not drawn)	0.5	2	18	-3	4	-1.9	3	9	-1
CCOC(=O)N1CCN(C(=O)C2CCN(C(=O)c3ccc([N+](=O)[O-])cc3)CC2)CC1	0.2	-4	15	-3	0	0.3	-1	3	-1
O=C(NCCC1CCCCN1S(=O)(=O)c1ccc(F)cc1)C(=O)Nc1ccccc1 (stereo not drawn)	0.0	5	0	3	3	2.9	9	7	-3
Cc1cc(C)cc(C(=O)Oc2coc(CSc3nnc(NC(=O)C4CC4)s3)cc2=O)c1	0.2	3	12	-3	3	1.5	0	-4	1
C/C(=N\NC(=O)CCC(=O)NCc1ccccc1)c1ccc([N+](=O)[O-])cc1	0.1	9	11	.	0	.	.	.	.
Cn1cc(S(=O)(=O)Nc2cccc3ccccc23)c(=O)n(C)c1=O	0.0	2	7	3	3	2.5	2	0	5
Cc1ccc2nc(C)c3c(c2c1)SCC3	0.1	-2	7	-2	0	-0.7	-2	7	-1
CCN(CC)N=Nc1ccc(S(=O)(=O)Nc2nc(C)cc(C)n2)cc1	0.1&-0.2	2&5	5&5	0&1	0&1	-3.6&-1.7	5&4	5&2	0&1
N#CCCCc1cc2ccccc2cn1	0.2	-4	-13	.	0	.	.	.	.
C=CCC1(CC=C)CCCN1C(=O)CC1C(=O)NCCN1Cc1ccccc1OC (stereo not drawn)	0.2	1	-4	0	0	1.9	3	5	0
COC(=O)[C@@]12CCCCN1[C@H](c1ccc(-c3cc(C(C)=O)cs3)c(OC)c1)[C@H]1C(=O)N(C)C(=O)[C@H]12	-0.2	0	-11	1	2	.	9	2	-2
O=C(NNc1cccc(Cl)n1)c1c(F)cccc1F	0.0	-2	-3	8	0	-0.3	-9	-3	-2
COc1ccc(C(C)=O)cc1COC(=O)c1ccc(C)c(S(=O)(=O)N2CCOCC2)c1	-0.1	0	6	16	2	.	1	0	.
CCOc1ccc(CC(=O)Nc2cc(=O)n(C)c(=O)n2C)cc1	-0.3	0	7	-8	0	-0.2	3	6	5
C=CCn1c(SCC(=O)Nc2cccc3ccccc23)nc(O)c(CC)c1=O	0.0	-3	-11	5	3	-1.5	2	-4	1
COc1ccccc1CNC(=O)Cn1c(=O)oc2cc(Cl)ccc21	0.2	-2	-3	-3	0	-2.0	12	7	6
COCCNC(=O)[C@@H]1CCCN1C(=O)C1CCN(S(=O)(=O)c2ccc(C)cc2)CC1	-0.1	-3	-7	0	5	-2.0	8	6	3
CSc1ccccc1NC(=O)c1cc(S(=O)(=O)N(C)C)ccc1N1CCCC1	0.0	1	0	1	0	0.6	3	3	2
O=C1c2ccccc2C(=O)N1Cc1nc(-c2ccncc2)no1	0.1	7	-8	4	0	0.1	4	1	2
CC(C)CCNC(=O)NC(=O)COC(=O)/C=C/c1cnc2ccccc2n1	0.1	3	9	4	3	-1.7	-5	4	0
Cc1csc(NC(=O)c2ccc3c(=O)n4c(nc3c2)CCCCC4)n1	-0.1	6	7	-3	5	-3.8	-1	-1	-9
COc1cc(C#Cc2ccc3cc(CCO)oc(=O)c3c2)cc(OC)c1	0.2	-4	-8	.	0	.	.	.	.
CCOC(=O)CCNC(=O)CCc1nnc(CCCc2ccccc2)o1	0.0	-1	7	1	0	0.1	0	1	2
CCCCCCN1C=CC(=C2C(=O)c3ccccc3C2=O)C=C1	-0.2	20	1	-2	8	-9.9	21	28	-6
CCc1nnc(NC(=O)c2cccc(S(=O)(=O)N(C)c3ccc(OC)cc3)c2)s1	0.1	0	12	-1	0	-3.3	1	2	2
COc1ccc(-c2nnc(SC(=O)N3c4ccccc4Sc4ccccc43)o2)cc1	0.0	6	19	11	1	8.7	-28	-32	-9
O=C(CCC1CCCC1)NNC(=O)c1ccccc1O	0.0	5	0	1	2	-2.8	10	7	2
CCN(CC)C(=O)C1CCCN(c2ccc([N+](=O)[O-])cc2/C=N/NC(=O)c2cccc(O)c2)C1 (stereo not drawn)	-0.1	1	6	-6	5	2.7	2	3	4
COc1cc([N+](=O)[O-])ccc1NC(=O)CSc1nncn1-c1cccnc1	0.1	-12	0	2	1	-0.5	1	5	-2
O=C(NCc1ccccc1)C12CC3CC(CC(Cl)(C3)C1)C2	0.0	8	16	-7	0	1.0	9	5	5
CCOc1ccc(CN(C)C(=O)CNC(=O)c2ccc(Br)o2)cc1OC	0.0	4	-18	-3	0	2.7	-2	-1	-2
CC(=O)Nc1ccc2c(c1)C(=O)N(c1cccc3ccccc13)C2=O	0.0	6	6	-6	2	-0.7	8	5	-6
c1ccc(N2CCN(c3nc(-c4cccs4)nc4ccccc34)CC2)cc1	0.0	1	10	-4	0	-0.1	-4	-3	-2
COc1ccc(CNC(=O)CN2C(=O)NC3(CCCCCCC3)C2=O)cc1	-0.2	7	-11	.	2	.	.	.	.
